# C-LANA FP – blocks KSHV LANA C-terminal domain binding to DNA | MBP-C-LANA/FAM-LBS DNA binding, fluorescence polarization | actives 0.078% (n = 340,000) | inhibition, % at 9 µM | AID 504423;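 active means highest replicate inhibition at or above 60% at 9 µM, even if other replicates fall short; inactive means all replicates below 60% inhibition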;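 further: 0% = neutral control wells and 100% = 4 µM acridine orange control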
# Cardiac RTF inh – cardiac RTF calcium desensitization; IANBD-labeled cardiac RTF, Ca2+ fluorescence; actives 0.12% (n = 340,000); AID 493244; inhibition, % at 7.15 µM;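 active means inhibition above the mean inhibition of all tested compounds plus 3 SD, cut at about 17% in these data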;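 further: assay run at fixed EC70 calcium of 1.6 mM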
# Mot1-301 SUMO – inhibitors of SUMOylation pathway: yeast Mot1-301 growth rescue; S. cerevisiae Mot1-301 growth rescue, ATP luminescence, 38.5C; percent above DMSO median, 100 means doubled; AID 2716; growth rescue, % at 18.8 µM; actives 1% (n = 320,000);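 active means every valid replicate shows activation above 250% relative to neutral control wells; inactive means the rest, any valid replicate at or below 250%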;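 further: OY570 slx delta 5 strain wells were the positive control but not used for scaling; some compounds called inactive have numbers as strong as hits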
# CDK5 p35 inh – blocks human CDK5/p35 kinase activity. Q00535+Q15078. Recombinant CDK5/p35, ADP-Glo luminescence, 60 min. inhibition, % at 10 µM. actives 0.01% (n = 330,000). AID 488839;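 active means highest replicate inhibition of at least 50% and at least 75% of replicates reaching 50%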;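 further: plate controls were DMSO neutral control for no effect and GW8510 at 10 µM for full effect; many of its hits are not listed in these tables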
# PfHsp90 set2 – inhibits growth of yeast expressing Plasmodium falciparum Hsp90; S. cerevisiae expressing PfHsp90, BacTiter-Glo ATP, 48 h; yeast lacking PDR1 and PDR3 efflux regulators; inhibition, % at 9.4 µM; actives 0.32% (n = 310,000); AID 504621;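 active means every replicate shows inhibition above about 80%, whatever the replicate mean, limit read from the data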;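 further: 0% = DMSO neutral controls and 100% = 20 µM radicicol positive controls; yeast relying on Plasmodium falciparum Hsp90 in place of its own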
# RTF Ca sens act – increases calcium sensitivity of human cardiac regulated thin filaments; P19429+P45379; IANBD-labeled TnC RTF fluorescence at EC20 calcium; 0% EC20 calcium, 100% full calcium; activation, % at 7.2 µM; actives 0.24% (n = 340,000);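 active means activation above the mean over all tested compounds plus 3 SD, cut at about 30% in these data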;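 further: rise in fluorescence read as greater calcium sensitivity of cardiac thin filaments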
# NSD2 inh – NSD2 (human) methyltransferase inhibition; inhibition, % at 12.5 µM; AID 743445; actives 0.54% (n = 310,000); O96028; NSD2 peptide methylation, AlphaScreen, 120 min; in the data active means inhibition above about 50%
# Keap1 Nrf2 FP – Keap1-Nrf2 (human) interaction inhibition; Q14145; Keap1 Kelch-Nrf2 peptide fluorescence polarization, 1536-well; inhibition, % at 9.4 µM; actives 0.15% (n = 340,000); AID 504523; in the data active means inhibition above about 12%;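 further: human Keap1 Kelch domain with fluorescein labeled Nrf2 9mer peptide probe; 0% = neutral control wells and 100% = peptide positive control; higher means more block of Keap1 binding to Nrf2 peptide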
# Rtt109 HAT inh – C. albicans Rtt109 histone acetyltransferase inhibition. actives 0.16% (n = 330,000). Q5AAJ8. purified Rtt109/Vps75, ThioGlo CoA-SH fluorescence, 4 h. inhibition, % at 34.9 µM;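 active means inhibition of at least 50% in every replicate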
# Target sequence (Q5AAJ8 whole entry, looked up): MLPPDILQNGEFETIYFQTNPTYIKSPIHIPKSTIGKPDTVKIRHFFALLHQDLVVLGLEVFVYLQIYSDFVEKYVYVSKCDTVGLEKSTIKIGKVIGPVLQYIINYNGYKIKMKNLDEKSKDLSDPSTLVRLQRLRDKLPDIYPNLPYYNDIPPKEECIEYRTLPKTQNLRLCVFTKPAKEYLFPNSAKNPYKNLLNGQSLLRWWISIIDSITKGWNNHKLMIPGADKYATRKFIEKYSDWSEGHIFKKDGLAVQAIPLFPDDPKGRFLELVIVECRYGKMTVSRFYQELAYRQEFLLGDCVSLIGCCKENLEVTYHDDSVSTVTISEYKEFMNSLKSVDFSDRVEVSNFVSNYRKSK
# PvdQ inh – blocks Pseudomonas aeruginosa PvdQ acylase activity; actives 0.063% (n = 340,000); inhibition, % at 10 µM; purified PvdQ acylase, fluorescence plate reader; in the data active means inhibition above about 30%, passing the limit was not always enough;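 further: 0% = vehicle neutral wells and 100% = reference inhibitor wells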
# dFosB act – enhances mouse delta FosB homodimer DNA binding | P13346 | purified delta FosB, TAMRA-CDK5 oligo fluorescence polarization; percent of positive-control signal above neutral wells | activation, % at 25 µM | actives 0.99% (n = 340,000) | AID 493131;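 active means mean activation above about 17%, with every replicate also reaching it, limit read from the data, passing the limit was not always enough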;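 further: fluorescence polarization rise as delta FosB binds a TAMRA Cdk5 AP-1 oligo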
# Target sequence (P13346 whole entry, looked up): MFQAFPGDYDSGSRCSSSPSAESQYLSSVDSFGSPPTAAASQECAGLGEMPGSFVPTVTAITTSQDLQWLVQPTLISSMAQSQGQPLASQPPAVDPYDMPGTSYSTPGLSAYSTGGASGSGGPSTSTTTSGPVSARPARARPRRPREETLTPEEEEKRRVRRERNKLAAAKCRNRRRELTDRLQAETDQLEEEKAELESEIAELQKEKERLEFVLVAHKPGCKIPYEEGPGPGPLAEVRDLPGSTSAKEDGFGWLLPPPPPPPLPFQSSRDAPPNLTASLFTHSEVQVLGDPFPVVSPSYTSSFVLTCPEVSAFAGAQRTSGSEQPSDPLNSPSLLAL
# * = called active by the depositor; . = not tested or not shown.
SMILES,C-LANA FP,Cardiac RTF inh,Mot1-301 SUMO,CDK5 p35 inh,PfHsp90 set2,RTF Ca sens act,NSD2 inh,Keap1 Nrf2 FP,Rtt109 HAT inh,PvdQ inh,dFosB act
COc1cc(NC(=O)COC(=O)CSc2ccc3ccccc3c2)c(C)cc1[N+](=O)[O-],-0.4,3,7,-1.4,-10,7,-1,-3,0,1,-13
COc1ccc(CNC(=O)CCCN2C(=O)NC3(CCCC3)C2=O)cc1,0.6,-13,-3,1.4,.,-2,58*,1,-23,-19,6
N#Cc1ccc(C23CC4CC(CC(C4)C2)C3)[nH]c1=O,-0.2,-11,9,0.0,26,-5,3,1,-9,8,2
C/C(=N\Nc1nccnc1Cl)c1ccc(F)cc1,2.2,-3,-9,0.9,7,-2,-1,-7,0,-7,4
CC(=O)c1cccc(NC(=O)C2CCCN(S(C)(=O)=O)C2)c1 (centres undefined),1.3,-1,-5,1.2,8,-7,.,-1,6,4,2
COc1ccc(/C=C2\SC(=NCc3ccccc3)NC2=O)cc1,-0.7,4,30,1.0,-28,1,0,-1,8,1,-3
O=C(CNC(=O)c1cccc(Br)c1)N/N=C/c1cc(Br)cc(Br)c1O,0.1,-9,46,0.9,-31,2,-2,2,1,-5,4
Cc1ccc(NC(=O)COC(=O)/C=C/c2ccccc2)cc1S(=O)(=O)N1CCOCC1,-2.9,-4,.,-0.8,22,-5,-1,3,2,-3,-2
Cc1c(/C=N\NC(=O)c2csc3ccccc23)cnn1C,0.5,-3,233,1.1,-4,-3,0,2,4,8,0
CCc1c(C)sc(NC(=O)OC)c1C(=O)N1CCOCC1,1.5,-1,828,-0.7,-6,-4,-2,2,-2,-4,6
O=C(NCc1ccco1)c1cc2ccc(O)cc2oc1=O,4.8,0,-49,15,.,-2,8,4,1,1,-3
O=C(CCCc1c[nH]c2ccccc12)NCc1ccc2c(c1)OCO2,-0.2,-5,-4,2.0,5,-2,3,-3,6,-10,0
CCOc1ccc(/C=N/OCC(=O)Nc2cc(S(=O)(=O)N3CCOCC3)ccc2OC)cc1,0.5,4,-13,0.7,12,0,-4,-3,-18,-14,-5
COc1cccc(N2CCN(C(=O)c3ccc(CS(=O)Cc4ccc(Cl)cc4)o3)CC2)c1 (centres undefined),-1.1,-7,-15,-1.4,-30,3,5,-4,4,-16,-1
COc1ccc(N(C(=O)Cn2nnc(-c3ccc(Cl)cc3)n2)C(C(=O)NCC2CCCO2)c2ccc(C)cc2)cc1 (centres undefined),-1.3,-8,-7,-0.5,-8,5,-1,-1,-11,-12,3
Cc1ccc(NC(=O)NCC(c2cccnc2)N2CCOCC2)cc1 (centres undefined),-0.7,-8,-1,-0.2,.,1,7,-1,-6,-10,5
COC1=CC(=O)C(O)=C(CCCCCCC/C=C/CCCCCCCC2=C(O)C(=O)C=C(OC)C2=O)C1=O,19,7,107,-0.1,15,-25,.,1,6,5,-4
Cc1ccc(-c2csc3ncn(CC#N)c(=O)c23)cc1,0.0,-4,162,0.6,10,5,2,-1,-1,-11,-10
O=C(NCC1CCCO1)c1nn2c(C(F)(F)F)cc(-c3cc(Br)cs3)nc2c1Br (centres undefined),6.6,0,472*,-0.5,-9,-1,2,4,-6,-1,1
O=C(c1ccc(F)cc1)C1CCN(Cc2ccc(F)cc2)CC1,4.5,-8,-8,0.0,-9,2,1,-2,-7,-18,-6
CCOC(=O)c1ccc(N2C(=O)CC(N(C)CCc3ccc(OC)c(OC)c3)C2=O)cc1 (centres undefined),0.9,-13,174,-0.4,112*,3,0,1,-1,-6,0
Cc1ccc(SC(C)C(=O)NCCC2=CCCCC2)cc1 (centres undefined),2.2,-25,8,-1.1,-16,-2,0,2,-7,-7,2
COc1ccc(NS(=O)(=O)c2cc(NC(=O)CC(=O)c3ccc([N+](=O)[O-])cc3)ccc2C)cc1,-0.5,-12,26,0.2,9,-4,.,-5,-1,-18,-6
CSCc1ccc(C(=O)N2CCCC(Nc3ccc4c(c3)OCCO4)C2)o1 (centres undefined),0.5,-10,4,-0.8,8,4,9,1,-4,-6,-6
CN(c1ccc(OCC(=O)N2CCCCC2)cc1)S(=O)(=O)c1cccs1,1.1,1,.,-0.8,21,4,-1,-7,7,-21,-13
CCOc1cc(C(=O)NCCCNC(=O)c2cc(OCC)c(OCC)c(OCC)c2)cc(OCC)c1OCC,-0.2,-5,-4,-2.5,-8,11,3,-4,-1,-29,-2
Cc1cc(S(=O)(=O)Nc2cc(C)c(O)c(C)c2)c(C)s1,-3.6,2,71,-1.9,6,-1,2,0,-6,-3,-2
CCOC(=O)Cc1csc(NC(=O)/C=C/c2ccc(Br)o2)n1,-0.4,-1,19,0.0,-9,-4,1,-5,2,13,-8
COc1ccc(C2CC(c3cc(OC)ccc3OC)n3nnnc3N2)cc1 (centres undefined),0.9,-6,10,1.4,-21,3,-2,-3,7,-16,1
COc1ccc(OC)c(S(=O)(=O)N2CCC(C(=O)NCCC3=CCCCC3)CC2)c1,0.2,-3,-5,-1.7,.,-5,3,-7,-1,-1,-2
O=C(Cc1ccccc1)N/N=C/c1cccn1-c1ccc([N+](=O)[O-])cc1,-1.7,3,-7,0.6,-25,-2,7,0,3,-9,-11
O=C(Nc1cccc2cccnc12)c1cccc(Cl)c1,0.2,-4,-13,0.3,-6,-7,-4,0,-1,-8,5
CCCOc1cc(NCc2ccccc2)c2ncn(C(C)C)c2c1,-1.8,-9,7,0.1,6,-1,.,3,2,-14,-19
COc1c(Br)cc(Br)cc1/C=N/n1c(C)nnc1C,-1.8,-11,9,0.9,.,4,-5,3,-1,-10,-7
COc1ccc(S(=O)(=O)N(CC(=O)NCC2CCCO2)c2ccc(F)cc2)cc1OC (centres undefined),0.4,4,-6,6.3,-9,-4,2,-2,15,20,-3
CCOc1ccccc1NC(=O)NCCc1c[nH]c2ccccc12,-1.8,-7,49,0.1,15,-3,0,1,3,-18,-4
CCN(CC(=O)Nc1ccccc1C(F)(F)F)C(=O)CCS(=O)(=O)c1ccc(Cl)cc1,-1.7,-6,-12,-1.0,.,-6,-2,-1,-12,-4,-7
COc1ccc2nc(N3CCCC(C(=O)NCCc4ccc(OC)c(OC)c4)C3)sc2c1 (centres undefined),1.7,-2,-11,-0.3,18,-5,1,1,2,-12,-13
C=CCN(C(=O)CCC(=O)Nc1cc(C)on1)C(C(=O)NC1CCCC1)c1cccnc1 (centres undefined),0.2,-1,-8,-0.3,1,5,-9,0,4,-5,-1
O=C(CCN1c2ccccc2Sc2ccccc21)Nc1ccccc1,-0.1,0,110,0.9,-5,0,-1,5,4,-6,-10

# Ten compounds out of the list, ordered by length of the SMILES, smallest number first:
SMILES,C-LANA FP,Cardiac RTF inh,Mot1-301 SUMO,CDK5 p35 inh,PfHsp90 set2,RTF Ca sens act,NSD2 inh,Keap1 Nrf2 FP,Rtt109 HAT inh,PvdQ inh,dFosB act
O=C(Nc1cccc2cccnc12)c1cccc(Cl)c1,0.2,-4,-13,0.3,-6,-7,-4,0,-1,-8,5
Cc1ccc(SC(C)C(=O)NCCC2=CCCCC2)cc1 (centres undefined),2.2,-25,8,-1.1,-16,-2,0,2,-7,-7,2
COc1c(Br)cc(Br)cc1/C=N/n1c(C)nnc1C,-1.8,-11,9,0.9,.,4,-5,3,-1,-10,-7
O=C(CCN1c2ccccc2Sc2ccccc21)Nc1ccccc1,-0.1,0,110,0.9,-5,0,-1,5,4,-6,-10
CSCc1ccc(C(=O)N2CCCC(Nc3ccc4c(c3)OCCO4)C2)o1 (centres undefined),0.5,-10,4,-0.8,8,4,9,1,-4,-6,-6
CN(c1ccc(OCC(=O)N2CCCCC2)cc1)S(=O)(=O)c1cccs1,1.1,1,.,-0.8,21,4,-1,-7,7,-21,-13
COc1ccc(S(=O)(=O)N(CC(=O)NCC2CCCO2)c2ccc(F)cc2)cc1OC (centres undefined),0.4,4,-6,6.3,-9,-4,2,-2,15,20,-3
C=CCN(C(=O)CCC(=O)Nc1cc(C)on1)C(C(=O)NC1CCCC1)c1cccnc1 (centres undefined),0.2,-1,-8,-0.3,1,5,-9,0,4,-5,-1
CCOc1cc(C(=O)NCCCNC(=O)c2cc(OCC)c(OCC)c(OCC)c2)cc(OCC)c1OCC,-0.2,-5,-4,-2.5,-8,11,3,-4,-1,-29,-2
COc1ccc(NS(=O)(=O)c2cc(NC(=O)CC(=O)c3ccc([N+](=O)[O-])cc3)ccc2C)cc1,-0.5,-12,26,0.2,9,-4,.,-5,-1,-18,-6

# Following part:
SMILES,C-LANA FP,Cardiac RTF inh,Mot1-301 SUMO,CDK5 p35 inh,PfHsp90 set2,RTF Ca sens act,NSD2 inh,Keap1 Nrf2 FP,Rtt109 HAT inh,PvdQ inh,dFosB act
O=C(NC1CCSC1=O)c1ccc(Oc2cccc(C(F)(F)F)c2)nc1 (centres undefined),1.3,-1,-19,0.1,-1,1,-1,-1,-1,0,-3
O=C(N/N=C/c1ccco1)c1cccc([N+](=O)[O-])c1,0.5,-6,-3,-0.9,4,-2,2,2,13,13,-11
NC(=O)CC(NC(=O)c1ccccc1)c1ccc(NCCN2CCCCC2)c([N+](=O)[O-])c1 (centres undefined),0.3,-3,3,2.3,-12,-2,.,-8,-6,-15,2
O=C(NNS(=O)(=O)c1ccc(F)cc1)c1ccc2c(c1)OCO2,-0.6,-1,-2,-7.4,-6,-3,-2,-4,-4,-2,11
CC1CCCCN1S(=O)(=O)c1ccc(C(=O)Nc2sccc2C(N)=O)cc1 (centres undefined),-1.0,1,-8,0.3,-5,-7,.,2,12,0,-23
CCN1CCN(c2nc3ccccc3nc2C(C#N)C(=O)OCc2ccccc2)CC1 (centres undefined),0.0,-8,3,-1.7,21,4,1,-4,3,-9,-3
Cc1nc2cc(F)ccc2n1C1CCN(C(=O)c2ccc(F)cc2F)CC1,0.1,-2,-4,-1.5,-5,8,-1,-3,19,6,-6
CC(C)n1c(SCC(=O)Nc2nc3ccccc3s2)nc2c1c(=O)n(C)c(=O)n2C,-0.2,-15,-6,0.5,-8,13,-1,0,-14,-8,-27
O=C(CNc1ccc(C(F)(F)F)cc1)Nc1cccc(S(=O)(=O)N2CCCC2)c1,0.9,-3,-2,-0.4,-24,-1,4,-1,-23,-18,-9
CCCn1c(NCc2ccc3c(c2)OCO3)nc2ccccc21,-2.9,-10,-28,-10,14,8,2,-2,0,-8,-7
CC(=O)c1ccc(NC(=O)CSCCO)cc1,0.0,-1,139,-0.6,10,-4,9,-1,-5,-7,7

# From PubChem BioAssay
